# GalR3 antag – human GalR3 antagonism | O60755 | HEK293 GalR3-CNG cAMP membrane potential fluorescence; galR3 body fused to GalR1 C-terminus | inhibition, % at 3 µM | actives 0.44% (n = 360,000);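 active = inhibition above the screen-wide average plus 3 SD, cut at about 13% in these data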;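 also: forskolin and galanin both at EC90 stimulate the cells; cAMP rise reported by CNG channel membrane potential dye signal; 0% = forskolin plus galanin with DMSO and 100% = forskolin alone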
# Target sequence (O60755 1-299 limits assumed): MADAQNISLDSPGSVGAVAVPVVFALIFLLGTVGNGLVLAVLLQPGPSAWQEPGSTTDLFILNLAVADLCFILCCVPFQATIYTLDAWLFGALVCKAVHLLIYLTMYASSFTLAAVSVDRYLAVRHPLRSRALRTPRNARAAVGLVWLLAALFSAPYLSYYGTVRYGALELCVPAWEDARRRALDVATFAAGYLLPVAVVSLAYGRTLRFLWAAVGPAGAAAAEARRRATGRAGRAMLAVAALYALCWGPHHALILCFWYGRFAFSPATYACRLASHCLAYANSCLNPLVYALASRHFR
# OXTR ag – agonists of human oxytocin receptor; P30559; actives 0.32% (n = 320,000); activation, % at 3 µM; CHO-OTR cells, Fluo-8 calcium fluorescence; normalized: DMSO 0%, oxytocin 100%;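 active = activation above the mean of all tested compounds plus 3 SD, cutoff set per screening run, cut at about 20% in these data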;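 also: peak over basal fluorescence ratio from a 100 s FLIPR kinetic read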
# Target sequence (P30559 whole entry, looked up): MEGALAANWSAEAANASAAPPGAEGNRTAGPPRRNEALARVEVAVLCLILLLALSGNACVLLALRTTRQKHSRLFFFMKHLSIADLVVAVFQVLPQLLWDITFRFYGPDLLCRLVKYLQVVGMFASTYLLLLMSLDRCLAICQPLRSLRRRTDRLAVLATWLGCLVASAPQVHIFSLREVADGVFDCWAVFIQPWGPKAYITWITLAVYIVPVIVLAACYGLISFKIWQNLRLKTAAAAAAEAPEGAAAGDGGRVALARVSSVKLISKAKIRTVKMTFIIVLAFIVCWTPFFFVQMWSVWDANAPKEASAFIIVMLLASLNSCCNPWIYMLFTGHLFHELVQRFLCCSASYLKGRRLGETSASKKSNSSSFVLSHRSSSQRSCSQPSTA
# MEKK2 mut-MEK5 – signal of MEK5 binding to mutant human MEKK2 PB1 domain; actives 0.35% (n = 290,000); percent response, % at 10 µM; bead flow cytometry, Alexa488-MEK5 binding to MEKK2 mutant; AID 1530; in the data active = percent response above about 24%, passing the limit was not always enough; also: inactives centre near 1; some results filed as inactive read as strong as hits
# M18AAP inhibitor – PfM18AAP enzyme inhibition | recombinant PfM18AAP, H-Glu-NHMec fluorogenic cleavage | inhibition, % at 7.35 µM | actives 1.2% (n = 290,000) | AID 1822;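 active = inhibition above the campaign mean inhibition over all tested compounds plus 3 SD, cut at about 28% in these data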;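 also: 0% = plate median of test compound wells and 100% = 2 mM ZnCl2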
# GPR7 antag – blocks human GPR7 receptor signaling. P48145. GPR7-expressing cells, fluorescence antagonist assay. inhibition, % at 4.4 µM. actives 1.1% (n = 290,000). AID 1861; in the data active = inhibition above about 16%, passing the limit was not always enough;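 also: cells stimulated with the agonist NPW; 0% = agonist with vehicle and 100% = vehicle without agonist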
# Target sequence (P48145 whole entry, looked up): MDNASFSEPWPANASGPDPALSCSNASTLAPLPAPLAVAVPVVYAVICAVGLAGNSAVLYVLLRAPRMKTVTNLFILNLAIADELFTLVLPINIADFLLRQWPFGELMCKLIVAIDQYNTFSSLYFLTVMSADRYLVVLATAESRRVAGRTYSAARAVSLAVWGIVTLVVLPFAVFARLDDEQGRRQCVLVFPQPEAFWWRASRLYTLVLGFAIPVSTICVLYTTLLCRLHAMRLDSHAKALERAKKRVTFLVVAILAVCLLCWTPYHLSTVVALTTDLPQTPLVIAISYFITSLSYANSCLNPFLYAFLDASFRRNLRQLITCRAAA
# MEKK2 WT-MEK5 – raises or lowers MEK5 binding to wildtype human MEKK2 PB1 domain | Q9Y2U5 | bead flow cytometry, Alexa488-MEK5 binding to MEKK2 WT; actives lie on both sides | binding response (% of control), % at 10 µM | actives 1.1% (n = 290,000) | AID 1531; in the data active = binding response below about 67% or above about 130%
# NALP1 inh – NALP1 inhibition. actives 0.61% (n = 280,000). inhibition, % at 10 µM. S. cerevisiae NALP1/ASC/caspase-1 growth, X-gal OD620, 72 h. AID 2071; in the data active = inhibition mostly above about 24%, no sharp cut-off; inactive = mostly below about 32%; also: some compounds called inactive have numbers as strong as hits
# V1aR counter – V1a receptor agonism, counter-screen for OXTR agonists. P37288. CHO-V1R cells, Fluo-8 calcium fluorescence, agonist mode; 0% DMSO, 100% 3 nM vasopressin. activation, % at 3 µM. actives 0.25% (n = 320,000). AID 2797;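 active = activation above the mean activation of all tested compounds plus 3 SD, per screening run, cut at about 20% in these data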;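 also: signal is peak over basal fluorescence ratio across a 100 second FLIPR read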
# OXTR potentiator – human OXTR potentiation. P30559. CHO-OTR cells, Fluo-8 calcium fluorescence, potentiator mode; 0% = oxytocin EC15, 100% = EC100. activation, % at 3 µM. actives 0.061% (n = 320,000). AID 2445;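 active = activation above that plate's cutoff, the mean activation of tested compounds plus 3 SD, cut at about 6.6% in these data, passing the limit was not always enough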;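 also: 100% uses oxytocin at 75 nM as the full agonist control; some results filed as inactive read as strong as hits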
#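 System: human OTR in CHO cells / Also added: sub-maximal oxytocin, roughly EC15 / Control set: EC15 oxytocin low, 75 nM oxytocin high / Schedule: 6 min compound pre-incubation at room temperature, 100 s kinetic read / Compound: single-point 3.0 µM / Replication: singlicate / Technique: Fluo-8 calcium dye fluorescence / Read-out basis: % activation of max/min ratio relative to oxytocin controls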
# Active calls of the source: *; . = not tested or not shown.
molecule,GalR3 antag,OXTR ag,MEKK2 mut-MEK5,M18AAP inhibitor,GPR7 antag,MEKK2 WT-MEK5,NALP1 inh,V1aR counter,OXTR potentiator
CCCCCCOC(=O)Cc1c(C)nc(-c2ccccc2)[nH]c1=O,-4,-1.2,5,-3,2,103,-14,1.8,-3
Cn1c(SCC(=O)NCc2ccc3c(c2)OCO3)nnc1-c1c[nH]c2ccccc12,.,0.3,7,-2,-2,112,12,1.0,0
Nc1c(C(=O)N/N=C/c2ccc([N+](=O)[O-])cc2)sc2nnc(-c3ccccc3)c(-c3ccccc3)c12,.,0.2,-14,5,-17,99,.,-1.5,4
COc1ccc(CCNC(=O)Nc2cc(F)c(F)cc2Cl)cc1OC,-2,-1.2,8,-2,-15,107,-4,0.0,-3
CSc1ccccc1NC(=S)Nc1cccc(C(F)(F)F)c1,-2,-0.2,-3,0,-3,94,9,1.4,-21
Nc1c(N(Cc2ccccc2)C(=O)COc2cccc(Cl)c2)c(=O)[nH]c(=O)n1Cc1ccccc1,-2,0.0,.,.,.,.,.,1.2,1
COc1ccc(CNC(=O)C2CCN(c3nc(OC)nc(OC)n3)CC2)cc1,-5,-0.5,.,1,7,.,2,-1.2,1
CN1C(=O)C2(Nc3ccccc3-c3nc4ccccc4n32)c2ccccc21 (stereo not drawn),-6,3.0,-3,-8,3,98,18,1.5,-4
CCOC(=O)Cc1c(Sc2ccccc2)c2cc(C)ccc2n1C,-3,-0.8,7,1,0,102,31,0.6,-8
COCCn1c(=O)[nH]c2cc(C(=O)NCCc3ccc(S(N)(=O)=O)cc3)ccc2c1=O,-4,1.1,4,2,-10,118,-2,-0.3,-10
O=C(COC(=O)c1cccs1)NCCCc1ccccc1,-1,-1.2,-12,-3,0,89,12,-0.3,-9
Cc1ccccc1N1C(=O)C2C3C=CC(C2C1=O)N(C)C3=O (stereo not drawn),-3,0.4,1,3,5,93,14,-0.5,-1
C=CCn1c(SCc2nc3ccccc3c(=O)[nH]2)nc2ccccc2c1=O,-2,-1.9,1,1,-6,100,41,-0.5,-8
Nc1ccc(Cl)c(S(=O)(=O)Nc2ccccc2Cl)c1,-8,1.4,1,0,0,105,-4,0.4,0
Cc1ccc(S(=O)(=O)NC(C)C(c2cccs2)N2CCOCC2)cc1 (stereo not drawn),.,-1.9,6,-4,0,100,12,-0.9,-4
CCC(=O)Nc1ccc(C(=O)N/N=C/c2cccnc2)cc1,-5,-0.2,2,-7,0,102,-10,0.1,3
Cc1cccn2c(=O)c3cc(C(=O)NCc4ccco4)c(=N)n(CCOCCO)c3nc12,.,0.7,-3,29*,-3,98,.,0.4,1
CCn1c(NC(C)=O)nc2ccccc21,-3,0.0,3,3,-12,108,-4,-0.4,-10
O=C(O)/C=C/C(=O)c1c(-c2ccccc2)[nH]c2ccccc12,-9,0.3,-1,-24,-11,101,9,-0.1,-2
O=S(=O)(CCN1CCOCC1)c1ccc(Oc2ccc(S(=O)(=O)CCN3CCOCC3)cc2)cc1,-11,0.7,1,-13,-3,104,17,2.8,-11
CCOC(=O)c1cc(CC)sc1NC(=O)C1CC(=O)NN1Cc1ccccc1 (stereo not drawn),-5,-1.4,13,2,4,108,15,1.0,-3
Cc1cccc(C(=O)N[C@H](C(=O)Nc2nc3ccccc3[nH]2)C(C)C)c1,-3,-2.7,5,5,-7,120,3,-1.9,-12
CCOc1ccc(CCNC(=O)CN2CCN(Cc3ccccc3F)C2=O)cc1OCC,-2,-0.5,3,1,-14,111,2,-0.2,1
Cc1nc(COc2ccc(C(=O)NCc3ccccc3CN3CCCCC3)cc2)cs1,1,3.0,.,.,.,.,.,2.9,-7
CC(C)COc1ccc(C(=O)OCCN2CCOCC2)cc1,0,.,-2,2,-1,99,12,.,.

# Structural class: the compounds so far with an aryl methoxy group
molecule,GalR3 antag,OXTR ag,MEKK2 mut-MEK5,M18AAP inhibitor,GPR7 antag,MEKK2 WT-MEK5,NALP1 inh,V1aR counter,OXTR potentiator
COc1ccc(CCNC(=O)Nc2cc(F)c(F)cc2Cl)cc1OC,-2,-1.2,8,-2,-15,107,-4,0.0,-3
COc1ccc(CNC(=O)C2CCN(c3nc(OC)nc(OC)n3)CC2)cc1,-5,-0.5,.,1,7,.,2,-1.2,1

# (listing goes on)
molecule,GalR3 antag,OXTR ag,MEKK2 mut-MEK5,M18AAP inhibitor,GPR7 antag,MEKK2 WT-MEK5,NALP1 inh,V1aR counter,OXTR potentiator
C[C@@]12C(=O)N(Cc3ccc(-c4ccccc4)cc3)CC(=O)N1[C@H](/C=C/c1ccccc1)[C@@H]1C(=O)N(c3ccccc3)C(=O)[C@@H]12,-2,-0.3,-4,-4,-2,104,22,2.2,0
C/C(N)=C(/C#N)C(=O)COC(=O)CCS(=O)(=O)c1ccccc1,-4,0.3,.,1,-4,.,-9,1.7,-4
Cc1ccc(-n2c(C)cc(C(=O)CN3C(=O)C(=O)N(C4CCCC4)C3=O)c2C)cc1,-5,-2.8,-10,-5,-8,94,-3,-0.7,-25
COc1ccc(-c2nc3nc(N)nn3cc2C)cc1F,0,-1.2,4,1,2,103,6,-0.2,-9
CCc1ccc(S(=O)(=O)Nc2c(NC3CCCCC3)c3ccccc3oc2=O)cc1,.,-1.2,3,-2,-22,97,-5,1.8,-9
O=C(CCC(=O)OCCCC(F)(F)C(F)(F)F)NC1CCCCC1,.,-1.5,5,3,-8,106,1,1.4,2
Cc1cc(Cl)ccc1OCCCC(=O)N1CCCCC1,-2,-0.5,-7,-2,-2,96,-24,-0.7,-18
CCCC(=O)Nc1nnc(S(=O)(=O)N(CC)c2ccccc2)s1,-9,-0.1,-4,-8,-2,99,15,0.3,-4
CN(Cc1ccccc1F)c1nc(-c2cccnc2)nc2ccccc12,-8,-1.0,-2,-11,-25,100,7,-0.3,-6
COc1ccc(NS(=O)(=O)c2ccc3c(c2)CCC(=O)N3)c(OC)c1,.,2.5,1,6,-10,95,8,1.9,-13
CCOc1ccc(C2/C(=C(\O)c3ccc4c(c3)OCCO4)C(=O)C(=O)N2Cc2cccnc2)cc1OCC (stereo not drawn),-4,0.1,-6,6,-9,96,29,1.0,-4
CCC(=O)N1CCN(c2ccc(NC(=O)c3ccco3)cc2)CC1,-4,-0.4,-6,1,-4,96,15,-0.1,-9
COc1ccc(Cl)cc1NC(=O)c1cnc2n(c1=O)CCS2,-3,0.6,7,.,.,103,.,-0.1,-6
COc1ccc(NC(=O)c2csc3c2CCCC3)cc1,.,-1.6,0,-3,2,87,34,-1.5,-5
O=C(Cc1ccccc1)N1CCc2[nH]nc(-c3ccccc3)c2C1,-14,-0.6,7,-2,8,101,12,3.0,-21
CCc1nccn1S(=O)(=O)c1ccc2ccc(C)cc2c1,-1,-1.2,7,-12,-7,106,21,-0.4,-14
CCNC(=S)N(CCc1c(C)[nH]c2ccc(F)cc12)Cc1cccnc1,-11,0.6,35*,-3,6,133,-7,3.7,-5
O=C(CCc1ccccc1)c1c(O)cc(O)cc1O,-6,7.3,7,.,.,109,-12,0.2,-8
CC1C(=O)N(Cc2ccc(F)cc2)c2ccccc2N1C(=O)c1c(F)cccc1F (stereo not drawn),-13,-1.1,-3,-2,11,101,22,-0.1,-21
N/C(Cn1cncn1)=N\OC(=O)c1ccc(Cl)cc1Cl,-5,-0.4,-4,2,0,101,-18,0.7,-11
Cc1ccc(COc2ccc(-c3nnco3)cc2)cc1,-10,0.4,4,0,17,107,-14,1.9,-1
Cc1ccc(-n2c(Cn3c(C)nc4ccccc43)n[nH]c2=S)cc1,-6,0.1,-2,33*,-3,100,20,0.4,-7
CCn1cc(C(=O)N2CCN(c3ccccc3)CC2)c(=O)c2cc(S(=O)(=O)N3CCOCC3)ccc21,2,-0.4,2,1,3,106,11,0.0,-11
COc1ccc(C(=O)N2CCN(C3CCCCC3)CC2)c(OC)c1,4,0.1,3,9,-10,102,0,0.1,-1
CCCS(=O)(=O)n1nc(-c2ccc(OC)cc2OC)cc1N,0,-0.5,.,-4,0,.,17,-0.7,-1
Cc1nnc(C)n1/N=C/c1cccc([N+](=O)[O-])c1,-4,1.6,0,-7,-5,100,-14,0.8,-17
O=C(COc1ccc(-n2cnnn2)cc1)Nc1ccc(F)c(F)c1,-6,2.0,.,.,.,.,.,2.8,-6

# Part of the list above, with each value named.
O=C(CCC(=O)OCCCC(F)(F)C(F)(F)F)NC1CCCCC1
  GalR3 antag = .	OXTR ag = -1.5	MEKK2 mut-MEK5 = 5	M18AAP inhibitor = 3	GPR7 antag = -8	MEKK2 WT-MEK5 = 106	NALP1 inh = 1	V1aR counter = 1.4	OXTR potentiator = 2

Cc1cc(Cl)ccc1OCCCC(=O)N1CCCCC1
  GalR3 antag = -2	OXTR ag = -0.5	MEKK2 mut-MEK5 = -7	M18AAP inhibitor = -2	GPR7 antag = -2	MEKK2 WT-MEK5 = 96	NALP1 inh = -24	V1aR counter = -0.7	OXTR potentiator = -18

CCCC(=O)Nc1nnc(S(=O)(=O)N(CC)c2ccccc2)s1
  GalR3 antag = -9	OXTR ag = -0.1	MEKK2 mut-MEK5 = -4	M18AAP inhibitor = -8	GPR7 antag = -2	MEKK2 WT-MEK5 = 99	NALP1 inh = 15	V1aR counter = 0.3	OXTR potentiator = -4

CN(Cc1ccccc1F)c1nc(-c2cccnc2)nc2ccccc12
  GalR3 antag = -8	OXTR ag = -1.0	MEKK2 mut-MEK5 = -2	M18AAP inhibitor = -11	GPR7 antag = -25	MEKK2 WT-MEK5 = 100	NALP1 inh = 7	V1aR counter = -0.3	OXTR potentiator = -6

# Six structures out of the list, ordered by length of the SMILES, lowest first:
molecule,GalR3 antag,OXTR ag,MEKK2 mut-MEK5,M18AAP inhibitor,GPR7 antag,MEKK2 WT-MEK5,NALP1 inh,V1aR counter,OXTR potentiator
CCCC(=O)Nc1nnc(S(=O)(=O)N(CC)c2ccccc2)s1,-9,-0.1,-4,-8,-2,99,15,0.3,-4
CCc1ccc(S(=O)(=O)Nc2c(NC3CCCCC3)c3ccccc3oc2=O)cc1,.,-1.2,3,-2,-22,97,-5,1.8,-9
CC1C(=O)N(Cc2ccc(F)cc2)c2ccccc2N1C(=O)c1c(F)cccc1F (stereo not drawn),-13,-1.1,-3,-2,11,101,22,-0.1,-21
Cc1ccc(-n2c(C)cc(C(=O)CN3C(=O)C(=O)N(C4CCCC4)C3=O)c2C)cc1,-5,-2.8,-10,-5,-8,94,-3,-0.7,-25
CCn1cc(C(=O)N2CCN(c3ccccc3)CC2)c(=O)c2cc(S(=O)(=O)N3CCOCC3)ccc21,2,-0.4,2,1,3,106,11,0.0,-11
C[C@@]12C(=O)N(Cc3ccc(-c4ccccc4)cc3)CC(=O)N1[C@H](/C=C/c1ccccc1)[C@@H]1C(=O)N(c3ccccc3)C(=O)[C@@H]12,-2,-0.3,-4,-4,-2,104,22,2.2,0

# Hits appear at their usual frequency; about 4.1% have a hit in one of these screens.
